From PubChem
ABCG2 block: blocks JC-1 efflux by human ABCG2 transporter | inhibition, % at 6.6 µM | Q9UNQ0 | IgMXP3 cells, flow cytometry | AID 1325 | hit rate 0.1% among 190,000;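 active means inhibition above 80%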;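 further: 0% = DMSO and 100% = nicardipine control wells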
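Measure – % inhibition of efflux relative to nicardipine and DMSO · Test system – ABCG2 IgMXP3 and barcoded ABCB1 CCRF-Adr cell mix · Control set – nicardipine as high control, DMSO as low control · Compound – one concentration, 6.6 µM final · Signal – flow cytometry of retained JC-1 fluorescence · Timing – 10 min exposure at 25 °C with rotation, no wash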
ABCB1 block: inhibitors of human ABCB1 transporter, ABCG2 counter-screen; CCRF-Adr cells, JC-1 efflux, flow cytometry; inhibition, % at 6.6 µM; hit rate 0.067% among 190,000; in the data active means inhibition above about 40%;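 further: 0% = vehicle and 100% = reference inhibitor; higher value means more JC-1 retained so stronger ABCB1 efflux block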
Bcl-2 Bim block: human Bim-Bcl-2 interaction inhibition | P10415 | AID 950 | Bead-based flow cytometry, Bim peptide-Bcl-2 binding | inhibition, % at 10 µM | hit rate 0.06% among 190,000; in the data active means inhibition above about 40%; inconclusive means no clear call, values can overlap the other calls;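 further: 0% = no compound wells with probe peptide and 100% = reference peptide inhibitor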
Target sequence (P10415 whole entry, looked up): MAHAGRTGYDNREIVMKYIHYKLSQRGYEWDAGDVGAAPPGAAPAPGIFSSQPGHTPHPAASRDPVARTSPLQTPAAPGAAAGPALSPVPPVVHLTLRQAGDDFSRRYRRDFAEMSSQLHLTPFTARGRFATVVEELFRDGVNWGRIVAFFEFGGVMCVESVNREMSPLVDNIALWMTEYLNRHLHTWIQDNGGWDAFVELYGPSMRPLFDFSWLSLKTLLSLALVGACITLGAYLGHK
Bim-Bcl-W: inhibitors of Bim-Bcl-W interaction, human; AID 952; hit rate 0.02% among 190,000; inhibition, % at 10 µM; bead-based flow cytometry, Bim peptide-Bcl-W binding; Q92843;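 further: 0% = bound tracer without compound and 100% = peptide blocker; higher means less fluorescent Bim peptide bound to Bcl-W beads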
RGS7-Gao: regulators of human RGS7-Galphao interaction; Multiplexed bead flow cytometry, RGS7-Galphao binding; actives lie on both sides; binding response (% of control), % at 10 µM; hit rate 0.35% among 220,000; in the data active means binding response below about 49% or above about 150%; inconclusive means no clear call, values can overlap the other calls; inactive means in between;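 further: fluorescent Galphao held in activated GDP-AlF4 state binding bead-coupled RGS7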
Target sequence (P09471 whole entry, looked up): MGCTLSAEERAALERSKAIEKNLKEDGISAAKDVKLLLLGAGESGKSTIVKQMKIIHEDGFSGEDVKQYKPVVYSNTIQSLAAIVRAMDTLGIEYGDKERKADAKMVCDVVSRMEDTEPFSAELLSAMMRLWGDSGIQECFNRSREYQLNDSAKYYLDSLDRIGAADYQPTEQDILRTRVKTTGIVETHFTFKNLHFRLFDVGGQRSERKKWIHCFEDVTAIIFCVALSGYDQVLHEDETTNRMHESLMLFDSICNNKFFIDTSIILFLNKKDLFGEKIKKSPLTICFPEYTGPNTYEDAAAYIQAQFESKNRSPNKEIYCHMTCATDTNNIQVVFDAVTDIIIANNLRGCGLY
Bfl-1 Bim block: human Bim-Bfl-1 interaction inhibition; Q16548; Bead-based flow cytometry, Bim-Bfl-1 binding inhibition; inhibition, % at 10 µM; hit rate 0.12% among 190,000;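 further: 0% = wells without compound plus tracer and 100% = blocker peptide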
RGS4-Gao reg: human RGS4-Galphao interaction regulation; P09471; Multiplexed bead flow cytometry, RGS4-Galphao binding; actives lie on both sides; binding response (% of control), % at 10 µM; hit rate 0.33% among 220,000; AID 1415; in the data active means binding response below about 49% or above about 150%; inactive means in between;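 further: fluorescent Galphao activated with aluminum fluoride binding bead-coupled RGS4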
GSH fluor: GSH bead compound fluorescence profile; GSH beads flow cytometry, compound fluorescence 488/530 nm; active compounds read high; hit rate 0.25% among 190,000; fluorescence (KMESF) at 10 µM; in the data active means fluorescence above about 89;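 further: glutathione beads carrying GST-tagged Bcl family fusion proteins plus one bare bead set; values are compound well signal with DMSO vehicle wells as background; inactives centre near 16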
RGS8-Gao: regulators of human RGS8-Galphao interaction; response (percent of control binding), % at 10 µM; multiplexed bead flow cytometry, RGS8-Galphao binding; actives lie on both sides; P09471; AID 1423; hit rate 0.34% among 220,000; in the data active means response below about 60% or above about 140%; inactive means in between;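 further: Galphao activated as the GDP aluminium fluoride complex binding bead-coupled RGS8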
Bcl-XL Bim block: disrupts Bim peptide binding to human Bcl-XL. Q07817. bead flow cytometry, fluorescence. inhibition, % at 10 µM. hit rate 0.04% among 190,000
Target sequence (Q07817 whole entry, looked up): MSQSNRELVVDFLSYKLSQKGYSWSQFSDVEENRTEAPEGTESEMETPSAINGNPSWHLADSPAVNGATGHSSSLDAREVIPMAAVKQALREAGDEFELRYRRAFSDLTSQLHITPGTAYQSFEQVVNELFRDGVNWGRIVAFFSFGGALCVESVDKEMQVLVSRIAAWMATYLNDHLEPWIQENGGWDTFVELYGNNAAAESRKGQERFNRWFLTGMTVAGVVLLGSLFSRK
Bcl-B Bim block: inhibitors of Bim-Bcl-B interaction, human | Q9HD36 | bead-based flow cytometry, Bim peptide-Bcl-B binding | inhibition, % at 10 µM | hit rate 0.073% among 190,000;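 further: 0% = tracer peptide without compound and 100% = reference inhibitor peptide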
Target sequence (Q9HD36 whole entry, looked up): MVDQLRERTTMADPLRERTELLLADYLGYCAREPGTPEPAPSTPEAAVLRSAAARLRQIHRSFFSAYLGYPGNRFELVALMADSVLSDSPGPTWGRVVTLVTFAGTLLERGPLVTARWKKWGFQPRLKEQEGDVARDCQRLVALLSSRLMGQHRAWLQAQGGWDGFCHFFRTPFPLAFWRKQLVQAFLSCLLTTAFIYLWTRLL
Starred values were filed as active, the others as inactive; ? = inconclusive. Unless noted, no stated cut-off is given here; in the data, active means inhibition above about 40%.

SMILES | ABCG2 block | ABCB1 block | Bcl-2 Bim block | Bim-Bcl-W | RGS7-Gao | Bfl-1 Bim block | RGS4-Gao reg | GSH fluor | RGS8-Gao | Bcl-XL Bim block | Bcl-B Bim block
Cc1ccc(S(=O)(=O)N(Cc2cc3cccc(C)c3[nH]c2=O)c2ccccc2)cc1 | 1 | 4.3 | -5 | -3 | 107 | -15 | 102 | 10 | 97 | -6 | -6
Cc1cc(/C=C(\C#N)c2nnc(N3CCOCC3)n2-c2ccccc2)c(C)n1-c1ccccc1 | 7 | 1.5 | 0 | -2 | 93 | -11 | 96 | 13 | 100 | -3 | -6
Cc1ccc(S(=O)(=O)N/N=C/C(C)(C)CO)cc1 | 6 | 0.6 | -13 | 0 | 106 | -21 | 100 | 24 | 103 | 0 | -9
CN(c1cccc(NC(=O)CSc2ccc(Cl)cc2)c1)S(C)(=O)=O | 10 | 1.2 | -9 | -2 | 98 | -9 | 99 | 12 | 99 | -3 | -9
CNc1nc2c(c(=O)n(C)c(=O)n2C)n1Cc1ccccc1 | -2 | -2.8 | -2 | -1 | 97 | -2 | 95 | 22 | 101 | -2 | -3
Cc1ccc(N2C(=O)CC(NNc3nc4ccccc4s3)C2=O)cc1 (stereo not drawn) | 15 | 0.9 | -3 | -3 | 33* | -1 | 19* | 13 | 34* | -4 | -7
COc1ccc(C)cc1S(=O)(=O)N(C)CC(=O)N1CCC(C)CC1 | -1 | 0.2 | -11 | -1 | 99 | 5 | 100 | 16 | 101 | 0 | 0
CCOC(=O)N1CCN(C(=O)C2CC(c3cc(OC)ccc3OC)=NO2)CC1 (stereo not drawn) | 8 | 1.5 | -6 | 3 | 96 | -7 | 100 | 43 | 104 | 0 | -2
Cc1ccccc1CSc1nnc(-c2ccncc2)o1 | 24 | 1.1 | -3 | -4 | ? | -2 | 100 | 15 | 102 | -4 | -1
COc1ccc(OCC(=O)NC(=S)NNC(=O)COc2ccc(Br)cc2Cl)cc1 | -2 | -0.6 | 0 | 0 | 115 | 1 | 105 | 12 | 112 | -4 | -21
CC(C)CCNC(=O)NC(=O)COC(=O)CCN=C1NS(=O)(=O)c2ccccc21 | -2 | 0.5 | -3 | -5 | ? | -9 | 97 | 16 | 99 | -3 | -6
C=CCNC(=S)Nc1ccc(Cl)cc1F | 1 | 0.3 | 0 | -1 | 103 | -1 | 105 | 16 | 104 | -3 | -16
Oc1ccc(C(c2nnnn2C2CCCC2)N2CCc3ccccc3C2)cc1 (stereo not drawn) | 0 | 0.0 | -4 | 4 | 94 | -12 | 91 | 6 | 95 | -5 | -2
Cc1cccc(N(CC(=O)Nc2ccc(CC#N)cc2)S(C)(=O)=O)c1 | 6 | 0.2 | -2 | 1 | 101 | -2 | 98 | 63 | 101 | -3 | -2
CC(=O)N1CCN(C(=O)COc2ccc(N(C)S(=O)(=O)c3cccs3)cc2)CC1 | 7 | 3.1 | -3 | -1 | 97 | -5 | 97 | 15 | 98 | -3 | -8
Cc1cc2cc(CNC(=O)Nc3ccccc3)ccc2n1C | 4 | -0.2 | 0 | -4 | 101 | 1 | 100 | 62 | 105 | -3 | -3
CNC(C)c1ccc(S(N)(=O)=O)cc1 (stereo not drawn) | 8 | 0.8 | 0 | 2 | 103 | -4 | 100 | 14 | 97 | -5 | -2
CCCCOCCCNC(=O)c1ccc(NC(C)=O)cc1 | 7 | 0.5 | -2 | -3 | 100 | -5 | 99 | 11 | 97 | -8 | -3
O=C(NCc1ccc(F)cc1)C1CCN(C(=O)NCc2ccccc2)CC1 | 3 | 8.0 | -3 | -3 | 111 | -1 | 114 | 52 | 122 | 0 | -4
O=C(NNc1cccc(Cl)n1)c1ccc(Cl)cc1Cl | -1 | -0.2 | -4 | -1 | 93 | 3 | 96 | 20 | 97 | 0 | -1
CC1(C)CC(OC(=O)c2ccccc2)CC(C)(C)N1 | -4 | -0.9 | 2 | 13 | 102 | 5 | 100 | 9 | 101 | 3 | 3
c1ccc(-c2nnc(N3CCOCC3)nc2-c2ccccc2)cc1 | 1 | 0.6 | -3 | 0 | 99 | -3 | 101 | 70 | 101 | -2 | -3
O=C(CCCCCCCC(=O)NNC(=O)Nc1ccccc1)NNC(=O)Nc1ccccc1 | -8 | -0.7 | -2 | -5 | 102 | -8 | 99 | 15 | 99 | -7 | -6
Cn1c(CN2CCC(C(N)=O)CC2)c(C#N)c2ccccc21 | 5 | 1.2 | 0 | 0 | 98 | 2 | 92 | 17 | 83 | -2 | -4
CCC(=O)Nc1nnc(-c2ccco2)o1 | 0 | 0.2 | -9 | 0 | 101 | -14 | 99 | 14 | 99 | -2 | -7
O=C(NNC(=O)[C@@H]1CCCC[C@@H]1C(=O)O)Nc1ccccc1 | 3 | 0.2 | -1 | 0 | 101 | -4 | 101 | 15 | 98 | -3 | 0
Cc1nc2c(C(=O)N3CCCCC3)cnn2c(C)c1Cc1ccccc1F | 1 | 0.6 | -3 | -2 | 100 | 0 | 96 | 12 | 99 | -3 | -3
O=C1N(c2ccccc2)C[C@@H]2C[C@@H](c3cc4ccccc4o3)N3CCC[C@@]123 | 1 | -0.3 | 2 | 0 | 84 | 5 | 91 | 10 | 93 | 0 | 2
O=C1[C@@H]2[C@@H]3C[C@@H]([C@H]4ON=C(c5ccc(Cl)cc5)[C@@H]34)[C@@H]2C(=O)N1c1ccc2c(c1)OCO2 | 0 | 0.8 | -8 | -1 | 101 | -15 | 101 | 19 | 101 | -10 | -4
Cc1cccc(N=Nc2c(C)nn(-c3ccccc3)c2N)c1C | 27 | 1.7 | 0 | 0 | 110 | 2 | 111 | 10 | 126 | -1 | 0
Cc1ccc(NC(=O)CN2C(=O)S/C(=C\c3cc(C)n(C)c3C)C2=O)cc1 | 0 | -0.1 | 0 | 0 | 104 | 0 | 104 | 8 | 102 | 2 | 1
O=C(O)c1nn2c(C(F)(F)F)cc(-c3cccs3)nc2c1Cl | 12 | 0.3 | 5 | 6 | 98 | 0 | 99 | 9 | 100 | 8 | 8
CCC(C)C(NC(=O)OC(C)(C)C)C(=O)NCc1ccco1 (stereo not drawn) | 2 | 0.7 | -10 | -1 | 103 | -15 | 106 | 35 | 105 | -26 | -10
O=C(O)c1ccc(/C=N/NC(=S)NCCN2CCOCC2)cc1 | 3 | 1.3 | -6 | -6 | ? | -1 | 103 | 15 | 103 | -5 | -6
Cc1ccc(S(=O)(=O)Nc2ccc(N3CCOCC3)nc2)cc1 | 12 | 0.9 | 1 | 3 | 98 | -2 | 87 | 11 | 95 | 1 | 0
COc1ccc(CCNC(=O)C(=O)NCCCN2CCOCC2)cc1 | 4 | 0.9 | 0 | -3 | ? | 3 | 103 | 18 | 102 | -3 | 0
COc1ccc(-n2c(=O)c3c(C)c(C)sc3n(Cc3ccc(F)cc3)c2=O)c(OC)c1 | 7 | 2.3 | -1 | 0 | 105 | -1 | 104 | 24 | 102 | 2 | -5
O=C(c1ccco1)N1CCCC(c2ccccc2)C1 (stereo not drawn) | 15 | 0.4 | -10 | -2 | 100 | -16 | 100 | 34 | 100 | -10 | -8
CSC1=N/C(=C\c2ccc3c(c2)OCO3)C(=O)S1 | 0 | 0.0 | -2 | -4 | 100 | -2 | 99 | 28 | 102 | -2 | -3
O=C(c1cccc(C(F)(F)F)c1)N1CCC(O)(CS(=O)(=O)Cc2ccccc2Cl)CC1 | 6 | 1.0 | -3 | -2 | 99 | 1 | 100 | 23 | 102 | 0 | -3
CC(C)CCN1CN(S(=O)(=O)c2cccs2)c2nc3ccccc3nc21 | 2 | 0.3 | -5 | 2 | 103 | -11 | 105 | 15 | 100 | -5 | -9
CC1=CC(C)(C)N(C(=O)CSc2nnc(C)s2)c2ccc(C)cc21 | 3 | 1.0 | -8 | 2 | 104 | -7 | 102 | 10 | 104 | -4 | -7
CCOC(=O)c1c(NC(=O)C2COc3ccccc3O2)sc(C)c1C (stereo not drawn) | 3 | 0.4 | 7 | -4 | 98 | 0 | 100 | 18 | 98 | -3 | -2
CC1CCCCC1NC(=O)C1CCN(S(=O)(=O)c2ccc(-n3cnnn3)cc2)CC1 (stereo not drawn) | -1 | -0.4 | 2 | -5 | 104 | 1 | 100 | 20 | 102 | -2 | -1
C=C(C)c1cccc(C(C)(C)NC(=O)N2CCCC2)c1 | 1 | 0.8 | 1 | -3 | 108 | 7 | 100 | 12 | 125 | -2 | 0
Cc1cc(NC(=O)CCCn2nc([N+](=O)[O-])c(Br)c2C)no1 | 8 | -1.3 | -2 | -3 | 99 | -7 | 102 | 13 | 103 | -1 | -3
COCCN(C(=O)C(F)(F)F)C(C(=O)NC1CCCCC1)c1ccco1 (stereo not drawn) | 0 | -0.1 | 0 | 2 | 99 | 0 | 98 | 13 | 90 | -1 | 0
c1ccc(-c2csc(N3CCCCCC3)n2)cc1 | 0 | 0.1 | -3 | -2 | 99 | 0 | 99 | 18 | 100 | -2 | -3
N#Cc1c(N)nc2c(c1N)CC(=O)N2c1ccc(Cl)cc1 | 1 | 0.1 | -1 | 6 | 96 | -4 | 94 | 8 | 96 | -3 | -4
COc1ccc(-c2[nH]ncc2CN2CCN(Cc3cccs3)CC2)c(F)c1 | 1 | 0.5 | -2 | -1 | 103 | -2 | 102 | 10 | 102 | 0 | 0

(continued)
SMILES | ABCG2 block | ABCB1 block | Bcl-2 Bim block | Bim-Bcl-W | RGS7-Gao | Bfl-1 Bim block | RGS4-Gao reg | GSH fluor | RGS8-Gao | Bcl-XL Bim block | Bcl-B Bim block
COc1ccc(/C=N/NC(=O)CCn2c3ccccc3c3ccccc32)cc1O | 2 | 0.1 | -6 | 0 | 101 | -9 | 100 | 31 | 100 | -5 | -7
CN(C)c1ccc(C(=S)N2CCN(C(=S)Nc3ccccc3)CC2)cc1 | 1 | -2.1 | -8 | -2 | 102 | -4 | 102 | 16 | 103 | -5 | -10
Cc1csc(CN(C)C(=O)CC2C(=O)NCCN2CC(C)(C)C)n1 (stereo not drawn) | 7 | 2.5 | 0 | -2 | 104 | -2 | 105 | 13 | 102 | -5 | -6
Cc1nc(CCNC(=O)Cc2ccccc2)cs1 | 2 | 0.5 | -9 | -5 | 102 | -14 | 100 | 5 | 101 | -4 | -8
CC(C)(C)NC(=O)C(=O)NN=C1CCCCCC1 | 0 | 0.1 | 3 | 2 | 98 | -3 | 102 | 25 | 100 | 0 | -1
C1CC(CN2CCOCC2)CN(c2nc3nonc3nc2N2CCSCC2)C1 (stereo not drawn) | 4 | 1.3 | -3 | -1 | 98 | -4 | 100 | 9 | 103 | 0 | -2

Limited to Bcl-XL Bim block, Bcl-B Bim block and ABCG2 block, for 2 of the compounds above:
molecule	Bcl-XL Bim block	Bcl-B Bim block	ABCG2 block
Cc1cc(NC(=O)CCCn2nc([N+](=O)[O-])c(Br)c2C)no1	-1	-3	8
COCCN(C(=O)C(F)(F)F)C(C(=O)NC1CCCCC1)c1ccco1 (stereo not drawn)	-1	0	0
